Compound activity deposited in PubChem BioAssay by National Center for Advancing Translational Sciences (NCATS).
KDM5B inh: Primary screen for KDM5B Histone Demethylases FDH-coupled qHTS; KDM5B demethylase, FDH-coupled NADH fluorescence (FDH is formaldehyde dehydrogenase); Potency, µM (highest dose often 57.7 µM), for the others: top-dose activity change, negative = inhibition, hits mostly inhibitors; Lysine-specific demethylase 5B (Homo sapiens), Q9UGL1; hit rate 2.6% among 220,000; AID 1347165, 2019; active = well fitted inhibition curve with a large enough effect; inconclusive = small, poorly fitted or top-dose-only effect; inactive = no such curve, though single readings can be large or run the other way; also: 0% is about no effect; nearly all actives have a fitted effect of over 70% in size
Target sequence (Q9UGL1 whole entry, looked up): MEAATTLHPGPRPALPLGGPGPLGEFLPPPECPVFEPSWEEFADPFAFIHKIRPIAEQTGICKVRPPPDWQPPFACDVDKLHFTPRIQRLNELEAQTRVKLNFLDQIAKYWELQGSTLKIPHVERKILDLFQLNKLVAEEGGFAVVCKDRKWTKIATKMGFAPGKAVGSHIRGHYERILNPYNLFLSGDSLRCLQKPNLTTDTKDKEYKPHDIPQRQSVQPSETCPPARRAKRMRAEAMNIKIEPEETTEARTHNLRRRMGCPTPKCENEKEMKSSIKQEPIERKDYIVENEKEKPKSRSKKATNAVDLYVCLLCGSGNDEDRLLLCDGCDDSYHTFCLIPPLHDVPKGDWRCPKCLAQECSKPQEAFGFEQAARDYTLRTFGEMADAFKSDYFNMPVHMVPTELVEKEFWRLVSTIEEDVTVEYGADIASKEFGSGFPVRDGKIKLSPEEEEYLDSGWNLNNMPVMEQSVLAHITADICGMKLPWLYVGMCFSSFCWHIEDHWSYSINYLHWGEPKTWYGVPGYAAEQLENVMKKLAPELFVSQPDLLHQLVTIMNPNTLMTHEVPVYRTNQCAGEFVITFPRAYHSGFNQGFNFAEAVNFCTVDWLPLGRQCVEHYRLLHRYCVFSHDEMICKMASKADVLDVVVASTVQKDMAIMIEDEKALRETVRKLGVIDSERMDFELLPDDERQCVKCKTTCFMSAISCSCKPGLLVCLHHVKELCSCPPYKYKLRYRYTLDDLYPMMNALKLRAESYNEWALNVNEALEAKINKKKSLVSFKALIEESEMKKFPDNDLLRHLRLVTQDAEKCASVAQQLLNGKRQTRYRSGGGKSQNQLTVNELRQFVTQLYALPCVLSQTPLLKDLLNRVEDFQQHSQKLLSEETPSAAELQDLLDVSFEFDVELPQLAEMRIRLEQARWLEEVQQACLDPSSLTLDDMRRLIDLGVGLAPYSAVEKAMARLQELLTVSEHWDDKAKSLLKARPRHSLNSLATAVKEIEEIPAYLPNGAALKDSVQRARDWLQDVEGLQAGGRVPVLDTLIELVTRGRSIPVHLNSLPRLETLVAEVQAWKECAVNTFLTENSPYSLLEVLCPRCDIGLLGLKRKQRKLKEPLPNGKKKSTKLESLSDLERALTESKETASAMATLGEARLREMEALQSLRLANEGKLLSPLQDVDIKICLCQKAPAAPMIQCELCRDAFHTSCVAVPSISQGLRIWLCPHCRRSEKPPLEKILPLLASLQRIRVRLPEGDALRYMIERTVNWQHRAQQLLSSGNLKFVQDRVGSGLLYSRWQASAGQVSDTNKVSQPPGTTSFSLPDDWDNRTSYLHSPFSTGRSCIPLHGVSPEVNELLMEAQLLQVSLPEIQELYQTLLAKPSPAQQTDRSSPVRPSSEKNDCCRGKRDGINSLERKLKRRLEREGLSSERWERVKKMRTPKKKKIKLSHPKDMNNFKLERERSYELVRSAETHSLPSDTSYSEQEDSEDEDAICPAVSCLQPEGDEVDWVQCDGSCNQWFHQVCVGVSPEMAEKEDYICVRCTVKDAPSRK
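qHTS format, multiple compound concentrations. Buffer 50 mM HEPES pH 7.5/0.01% Tween-20; 200 nM KDM5BΔAP final; 10 min compound preincubation; substrate-mix levels 12.5 µM peptide, 25 µM α-KG, 0.25 mM NAD⁺; 30 min RT; ΔRFU.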
The depositor's hits bear a star; ? = inconclusive; [ ] = dose if it differs, or a comment. Potency is read from the fitted curve at half-maximal effect. An excerpt. The share of hits here may be higher or lower than overall.

KDM5B inh | SMILES
-18% | Cc1c(C(C)(C)C)sc(=N)n1C
-3% | CSc1sc(C(=O)NN)c2c1C1(CCC2)SCCS1
-20% | O=C(CCC1CCCN(Cc2cccn2-c2nccs2)C1)Nc1ccccc1F (stereo unspecified)
10% | Cc1ccc(NC(=O)c2cc3cccc([N+](=O)[O-])c3[nH]2)cc1
-12%[86.2 µM] | COc1ccc(CN2C[C@H]3CN(S(=O)(=O)c4ccc(OC)cc4)CCN3C2=O)cc1
? | CSc1nc(N)c2c(n1)NC1=C(C(=O)CC(C)(C)C1)C2c1cccs1 (stereo unspecified)
79µM* | COCCCNc1nc2c([S+](=O)([O-])c3cc(OC)ccc3OC)nnn2c2ccccc12
12% | CCN(CC)S(=O)(=O)c1ccc2c(c1)N(CC(=O)NCc1ccco1)C(=O)CO2
-10% | COc1cc(C(C2C(=O)CC(C)(C)CC2=O)C2C(=O)CC(C)(C)CC2=O)ccc1OC(C)=O
12% | Cc1ccccc1CC(=O)NCC(C)C
? | Cc1ccc(C(=O)c2oc3ccccc3c2NC(=O)c2cc(=O)c3cc(C)ccc3o2)cc1
4% | COCCC(=O)N1CCC2(CCCCO2)CC1
-40%[86.2 µM] | COCc1cn([C@H]2CO[C@H]3[C@@H]2OC[C@@H]3NC(=O)Nc2cccc(C#N)c2)nn1
-14% | CC(=O)Nc1ccc(C(=O)N2CCC3(CC2)N=C(c2ccccc2)NO3)cc1
0% | COCCCNC(=O)N1CCC2(CC1)CN(Cc1ccc(OC)cc1)C2=O
4% | CCOc1ccc(-n2c(C)c(C(C)=O)c3cc(OCC(N)=O)ccc32)cc1
-1% | O=C(NC1CCCc2ccccc21)c1cc(Cl)ccn1 (stereo unspecified)
-2% | CC(C)(C)c1ccc(C(=O)NNc2ncccc2-n2cccc2)cc1
-28% | O=S(=O)(Nc1ccccc1Cl)c1ccc2[nH]c(=S)oc2c1
? | COC(=O)c1ccccc1NC(=O)Cn1c(CCC(=O)O)ccc1-c1cccs1
-5%[86.2 µM] | COc1ccc(CN2C(=O)[C@@H]3C[C@@H](CN3Cc3cccnc3)Oc3ccccc32)cc1
10µM* | COC(=O)[C@@H]1Cc2c([nH]c3ccccc23)[C@H]2C[C@H](NCCNC(C)=O)C[C@@H](c3ccc(C(F)(F)F)cc3)N21
? | CSc1cccc(NC(=O)Cn2ccn3nc4c(c3c2=O)CCCCC4)c1
28µM* | Cc1cc(C)n(CC(=O)N2CCCC3(C2)Nc2cccnc2NC3=NC2CCCC2)n1 (stereo unspecified)
-9% | COc1ccc(CC(=O)Nc2nonc2-c2ccc3c(c2)CCCC3)cc1
? | Cc1ccc2c(c1)N(CCCC(=O)NCc1cccc(F)c1)C(=O)CO2
? | COc1cccc(C(=O)N2CCCN(c3cc(-c4ccc(Cl)cc4)[nH]n3)CC2)c1OC
19% | CC(C)CCNc1nc2c(c(=O)n(C)c(=O)n2C)n1Cc1cccc(Cl)c1
10% | CC(=O)N/N=C/c1ccccc1
2% | COC(=O)CSc1nc2sc3c(c2c(=O)[nH]1)CCC3
-2% | COCCCN1C[C@@H]2CN(c3ncnc4c3CCC4)C[C@]2(C(=O)O)C1
0% | CC(C)(C)C1CCc2nc(Cl)c(C#N)c(C#N)c2C1 (stereo unspecified)
? | Cc1cc(=O)oc2cc(OCC(=O)c3ccccc3)ccc12
-2% | O=C(c1cccc(F)c1)N1CC(Oc2ccc(-c3noc(C4CCOCC4)n3)cc2)C1
40µM* | CNC(=O)c1cc(-c2cnn(C)c2)cc2c1OCCN2Cc1cccnc1
16% | CC(C)CC(NC(=O)CSc1ccccc1)C(=O)N(C)C (stereo unspecified)
-16% | O=C(N/N=C/c1cc(Br)cs1)c1ccccc1
? | N#Cc1cccnc1N1CCN(C(C(=O)O)c2c[nH]c3cc(CO)ccc23)CC1 (stereo unspecified)
12% | Cn1ccnc1C(NC(=O)Cc1n[nH]c(=O)c2ccccc12)c1cccc(F)c1 (stereo unspecified)
8% | O=C(NC(c1ccccc1)c1ccccn1)c1cccc[n+]1[O-] (stereo unspecified)
-6%[115 µM] | C[S+](=O)([O-])N1CC2(CCN(Cc3ccccn3)CC2)Cc2ccccc21
-7% | CCC(=O)N(C1CCOCC1)C1CCN(Cc2cccc(F)c2F)CC1
-12% | CCOc1ccc(NC(=O)CSc2cn(CC(=O)N3CCOCC3)c3ccccc23)cc1
16% | O=C1CC(C(=O)Nc2ccc(Br)cc2)c2ccc(F)cc2N1 (stereo unspecified)
23% | O=C(NNc1c2ccccc2nc2ccccc12)C12CC3CC(CC(C3)C1)C2
-14% | COCCn1c(N(C)Cc2ccccc2)nc2c1c(=O)[nH]c(=O)n2C
6% | CCS(=O)(=O)c1ccc2c(c1)N(S(=O)(=O)c1cccs1)CC(C(=O)O)O2 (stereo unspecified)
23% | CCOc1ccccc1CNS(=O)(=O)c1ccc2c(c1)CCCN2C(C)=O
4% | CC(=O)NC1CCCN(Cc2cccc(OCCN3CCOCC3)c2)C1 (stereo unspecified)
-16% | CCCCn1cnc2c1c(=O)n(CC(=O)Nc1ccccc1OC)c(=O)n2CCCC

Looked up by structure from above (2):
KDM5B inh | SMILES
-16% | CCCCn1cnc2c1c(=O)n(CC(=O)Nc1ccccc1OC)c(=O)n2CCCC
-6%[115 µM] | C[S+](=O)([O-])N1CC2(CCN(Cc3ccccn3)CC2)Cc2ccccc21

(listing goes on)
KDM5B inh | SMILES
-11% | CCC(C)(C)C(=O)NCCc1noc(-c2ccccc2)n1
4% | COc1ccc2c(c1)OCC(CNC(=O)CCc1ccccc1F)C2 (stereo unspecified)
-14% | O=C(O)c1ccc(CN2C[C@H](O)C[C@H]2c2nc(CS(=O)(=O)c3ccc(F)cc3)no2)cc1
3% | O=C(CCC1CCCC1)OCC(=O)c1ccc2c(c1)OCO2
-1% | O=C(NCC(c1ccc2c(c1)OCO2)N1CCOCC1)c1ccccc1F (stereo unspecified)
-10% | O=C(NCCCN1CCCCC1)c1ccc2c(c1)N(S(=O)(=O)c1ccccc1)CC2
-22% | COCCOCC(=O)N1CCCCCNC(=O)[C@@H]2CCCC[C@@H]21
? | NC(=O)C1Cc2ccccc2CN1C(=O)CCc1nc2ccccc2[nH]c1=O (stereo unspecified)
-29% | CCN(CC)c1ccc(C(=O)NCc2ccc3c(c2)CCN3C(=O)c2cccc(C)c2)cc1
-14%[86.2 µM] | O=C1CC2CCCC(C1)N2C(=O)c1ccccc1Cl
17% | N/C(=N\N=C\c1ccc([N+](=O)[O-])cc1)c1nonc1N
21% | CN(CC(=O)NC(N)=O)CC1CCCCC1
14% | CCOCCOC(=O)COc1ccc2c(=O)c(-c3ccc(OC)c(OC)c3)c(C(F)(F)F)oc2c1
-17% | Cn1nnc2c(N3CCN(c4ccccc4)CC3)ncnc21
-8% | CCOCCc1nnc(NC(=O)CS(=O)(=O)c2ccc(C)cc2)s1
-12% | CCOc1ccc(NC(=O)c2cccc3c(=O)c4c([nH]c23)CCCC4)cc1
-8% | Cc1cc(C)n(-c2nc3c(c(=O)n(Cc4ccccc4F)c(=O)n3C)n2CC(C)C)n1
-6% | O=C1/C(=C/c2ccncc2)CCc2ccccc21
16% | O=C(CCc1nnc2ccc(NCc3ccc(Cl)cc3)nn12)NCc1ccc(Cl)cc1
? | CCN1C(=O)c2ccccc2Sc2ccc(NC(=O)c3cccc(C)c3)cc21
-4% | O=C(CCn1cccn1)N1CCC2(CC1)CN(Cc1ccccc1)CC2CO (stereo unspecified)
? | CCn1cc(S(=O)(=O)N[C@@H]2CN(c3ncccn3)C[C@H]2CN(C)C)cn1
? | N#Cc1ccccc1CN1CCCCC12Cc1ccccc1CNC2=O (stereo unspecified)
21% | COc1nc(NC2CCCCC2)nc(NC(C)(C)C)n1
17% | CCc1ccc(C(=O)N(C)C)cc1
? | CCN(CC)S(=O)(=O)c1ccc(NC(=S)Nc2ccc(F)cc2)cc1
3% | Cc1cc(C)cc(NC(=O)CSc2nc3ccccc3nc2N2CCCC2)c1
? | COc1ccc(-c2[nH]nc3ncc(C(=O)NCc4ccccc4)nc23)c(C)c1
3%[86.2 µM] | CCCNC(=O)N1CC[C@@H]2[C@H]1C(=O)N(c1cccc(F)c1)C(=O)N2Cc1cccs1
10% | CC(=O)OCC(OC(C)=O)C(OC(C)=O)C(OC(C)=O)C(=O)Nc1cccc(C)c1 (stereo unspecified)
6%[86.2 µM] | COc1ccc(N2CC(C(=O)NC(C)C)NC2=O)cc1 (stereo unspecified)
-6% | COc1ccccc1NC(=O)N1CCOc2ccc(CN3CCc4ccccc4C3)cc2C1
16% | CC(=O)N(CCCNC(=O)c1nn(C)c(=O)c2ccccc12)C(C)C
-20% | CCc1ccc(-c2nc(CSCC(=O)NCc3ccc(C)cc3)c(C)o2)cc1
-30% | NC(=O)C1CCN(C(=O)c2ccc3nc(C(F)(F)F)sc3c2)CC1
-10% | CCc1ccc(NC(=O)Cn2c(-c3ccccc3)nc(C)c(CCO)c2=O)cc1
11% | COc1cccc(-c2nc(CS(=O)(=O)CC(=O)NCCc3ccc(OC)cc3OC)c(C)o2)c1
18% | CC(C)(C)OC(=O)COc1ccc2c(=O)c(-c3ccccc3)coc2c1
-1% | O=C(NCc1ccc(F)cc1)Nc1c(NC2CCCC2)c2ccccc2oc1=O
-16% | Cc1nc2ncnn2c(N2CCCC2)c1Cc1ccccc1
10% | Cn1ncc(SCc2ccccc2)c(Cl)c1=O
-6% | Cc1ccc(NC(=O)CN2C(=O)NC(c3ccc(Cl)cc3)C3=C2COC3=O)cc1 (stereo unspecified)
10% | CCOC(=O)c1cnc2ccc(Cl)cc2c1Nc1cc(OC)ccc1OC
? | CC(C)Cc1noc(-c2ccc(N3CCCC(C(C)(C)O)C3)nc2)n1 (stereo unspecified)
0% | Clc1ccc(C=Nc2ccccc2Cc2ccccc2)cc1
-17% | O=C([C@H]1CCC[C@H](O)C1)N1CCN(Cc2ccc(C(F)(F)F)cc2)CC1
-3% | O=C(Cn1cc(C(F)(F)F)cc(Cl)c1=O)Nc1cc(Cl)ccc1Cl
8% | CCc1ccccc1NC(=O)Nc1ccc(F)cc1
5% | CCCCCSc1nc2c(c(=O)[nH]c(=O)n2C)n1CCCc1ccccc1
? | O=C(NCCN1CCCCC1)c1ccc(Cn2c(SCc3ccc(F)cc3)nc3cccnc32)cc1

A section from further up, as a working copy:
KDM5B inh | SMILES
-20% | CCc1ccc(-c2nc(CSCC(=O)NCc3ccc(C)cc3)c(C)o2)cc1
-30% | NC(=O)C1CCN(C(=O)c2ccc3nc(C(F)(F)F)sc3c2)CC1
-10% | CCc1ccc(NC(=O)Cn2c(-c3ccccc3)nc(C)c(CCO)c2=O)cc1
11% | COc1cccc(-c2nc(CS(=O)(=O)CC(=O)NCCc3ccc(OC)cc3OC)c(C)o2)c1
18% | CC(C)(C)OC(=O)COc1ccc2c(=O)c(-c3ccccc3)coc2c1
-1% | O=C(NCc1ccc(F)cc1)Nc1c(NC2CCCC2)c2ccccc2oc1=O
-16% | Cc1nc2ncnn2c(N2CCCC2)c1Cc1ccccc1
10% | Cn1ncc(SCc2ccccc2)c(Cl)c1=O
-6% | Cc1ccc(NC(=O)CN2C(=O)NC(c3ccc(Cl)cc3)C3=C2COC3=O)cc1 (stereo unspecified)
10% | CCOC(=O)c1cnc2ccc(Cl)cc2c1Nc1cc(OC)ccc1OC
? | CC(C)Cc1noc(-c2ccc(N3CCCC(C(C)(C)O)C3)nc2)n1 (stereo unspecified)
0% | Clc1ccc(C=Nc2ccccc2Cc2ccccc2)cc1
-17% | O=C([C@H]1CCC[C@H](O)C1)N1CCN(Cc2ccc(C(F)(F)F)cc2)CC1
-3% | O=C(Cn1cc(C(F)(F)F)cc(Cl)c1=O)Nc1cc(Cl)ccc1Cl
8% | CCc1ccccc1NC(=O)Nc1ccc(F)cc1

(list continues)
KDM5B inh | SMILES
-33% | Fc1cccc(Cc2noc(-c3nc(-c4ccccc4F)no3)n2)c1
? | Cc1ccc(N2CCC(N[C@@H]3CC[C@@H](N)C3)CC2)cc1Cl
-26% | Cc1ccc(NC(=O)CSc2nc3nccnc3c(=O)n2CCc2c[nH]c3ccccc23)cc1C
-28% | COc1ccccc1OC1(C(=O)O)CCN(Cc2cnc(NC(C)C)nc2)CC1
25% | CCCCOC(=O)c1ccc(NC(=O)Cc2coc3c(C)c(C)ccc23)cc1
28µM* | COCCN1C(=O)c2ccccc2C(C(=O)NCCc2ccc(F)cc2)C12CCCC2 (stereo unspecified)
-15% | CC(C)(C)C1CCc2c(sc(NC(=O)c3cc4ccccc4c(=O)o3)c2C(N)=O)C1 (stereo unspecified)
13% | CC1(C)C[C@H](NC(=O)c2ccccc2)[C@@]2(CCC(=O)NCc3cccnc3)CC[C@](C)(O)C[C@@H]12
31%[activator] | O=C(CSc1nc2cc(Cl)ccc2s1)NC1CC1
30% | O=C(CN(Cc1ccccc1Cl)C(=O)CN1C(=O)CSc2ccccc21)NC1CC1
-21% | CCn1ccc2cc(S(=O)(=O)N3CCCN(C(=O)Nc4cccc(Cl)c4)CC3)ccc21
? | CCOc1cccc(CNc2ccc(O)cc2)c1OCc1ccccc1Cl
? | COc1ccc(-c2cc3ccc(O)c(CN4CCN(CCO)CC4)c3oc2=O)cc1OC
-8% | O=C(Nc1cccc(Cl)c1Cl)N1CCC2(CC1)SCC(=O)N2Cc1ccco1
-18% | CC(C)(C)c1nc2cc(NC3CCCCNC3=O)ccc2o1 (stereo unspecified)
-12% | Cc1cccc(Cn2cccc2CNS(=O)(=O)c2ccc(Br)cc2)c1
-17% | CCOc1ccc(C(=O)NC2CCN(c3cc(-c4ccc(F)cc4)[nH]n3)CC2)cc1
21% | COc1ccc(OC)c(NC(=O)CS(=O)(=O)Cc2ccccc2)c1
